# Assay outcomes as filed in PubChem BioAssay.
# TRb-SRC2 inh: disrupts binding of human TR beta to SRC2; Potency, µM (series often up to 106 µM), without a hit: at the top dose activity change, negative = inhibition, usual class: inhibitors; TRbeta-SRC2 peptide binding, fluorescence polarization; receptor liganded with 1 µM T3; 280,000 tested, 0.065% active; P10828; AID 1469;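 also: plate controls were bound peptide for no effect and peptide without receptor for full effect; nearly all actives have a fitted effect of over 50% in size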
#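 Human TRb ligand-binding domain (0.6 uM) is mixed with 20 nM Texas Red SRC2 peptide and 1 uM T3; after compound addition and 5 hr at ambient temperature, polarization is measured and normalized to unbound and bound controls.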
# Tau FP inhib: inhibitors of human tau fibril formation; K18 P301L tau heparin fibrillization, Alexa594 FP, 6 h; P10636; 280,000 tested, 0.39% active; Potency, µM (titrated, usually from 57.7 µM), inactives show top-dose activity, negative = inhibition, most hits filed as inhibitors; also: nearly all actives have a fitted effect of over 55% in size
# Target sequence (P10636 561-689 P618L limits assumed): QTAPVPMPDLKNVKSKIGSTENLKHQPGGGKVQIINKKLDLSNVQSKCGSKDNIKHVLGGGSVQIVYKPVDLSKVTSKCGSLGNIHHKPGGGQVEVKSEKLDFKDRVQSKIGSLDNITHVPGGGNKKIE
#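 Compound effects on tau fibrillization are measured by Alexa 594 fluorescence polarization (ex 555, em 632 nm). K18 P301L tau is used at 15 uM with 0.24 uM labeled tracer, and 20 uM heparin induces aggregation over 6 hr at 37 C.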
# L3MBTL1 inh: blocks human L3MBTL1 | Potency, µM (titrated, usually from 57.1 µM), for inactives: at the top dose activity, negative = inhibition, actives largely listed as inhibitors | AlphaScreen L3MBTL1–H3K9me1 peptide binding | 230,000 tested, 0.66% active; also: nearly all actives have a fitted effect of over 60% in size
# Target sequence (Q9Y468 whole entry, looked up): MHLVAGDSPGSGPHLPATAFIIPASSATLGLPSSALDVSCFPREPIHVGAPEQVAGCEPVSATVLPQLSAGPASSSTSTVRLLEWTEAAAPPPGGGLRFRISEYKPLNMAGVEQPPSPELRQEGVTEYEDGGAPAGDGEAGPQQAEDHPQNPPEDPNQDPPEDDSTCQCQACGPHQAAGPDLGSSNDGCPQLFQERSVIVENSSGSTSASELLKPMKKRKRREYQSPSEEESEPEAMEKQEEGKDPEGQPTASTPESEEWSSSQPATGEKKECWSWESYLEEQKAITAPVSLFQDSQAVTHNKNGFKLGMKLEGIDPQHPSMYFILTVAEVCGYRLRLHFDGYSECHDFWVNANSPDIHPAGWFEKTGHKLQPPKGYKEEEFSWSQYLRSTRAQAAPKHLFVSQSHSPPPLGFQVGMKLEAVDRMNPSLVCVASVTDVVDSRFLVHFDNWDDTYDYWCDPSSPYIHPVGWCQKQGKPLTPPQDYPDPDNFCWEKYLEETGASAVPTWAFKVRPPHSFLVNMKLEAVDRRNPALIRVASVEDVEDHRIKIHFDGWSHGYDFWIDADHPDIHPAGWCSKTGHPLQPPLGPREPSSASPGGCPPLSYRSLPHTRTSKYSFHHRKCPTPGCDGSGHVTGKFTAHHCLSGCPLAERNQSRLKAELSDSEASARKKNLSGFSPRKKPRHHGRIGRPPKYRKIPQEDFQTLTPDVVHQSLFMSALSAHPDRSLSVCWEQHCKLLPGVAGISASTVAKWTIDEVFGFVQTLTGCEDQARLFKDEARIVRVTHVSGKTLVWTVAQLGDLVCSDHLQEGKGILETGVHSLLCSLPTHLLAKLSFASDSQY
#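 AlphaScreen proximity signal between nickel-chelate acceptor and streptavidin donor beads (final 10 ug/mL) reports binding of 50 nM L3MBTL1 to 75 nM biotin-H3 K9me1 peptide; complex incubated with compounds 30 min at room temperature; cefsulodin titration as control.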
# GLA spleen mod: alpha-galactosidase A (human) modulation | P06280 | human spleen homogenate, 4MU-alpha-Gal fluorescence, 40 min | Potency, µM (titrated, usually from 80 µM), for the others: at the top dose activity change, negative = inhibition, actives largely listed as inhibitors | 240,000 tested, 0.008% active | AID 2107;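 also: 0% = enzyme with vehicle and -100% = no enzyme basal signal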
#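 Fluorogenic readout (Ex 365/Em 440 nm) of 4-methylumbelliferone released from 1 mM 4-MU-alpha-galactoside by spleen homogenate, 40 min at 37C, pH 5.0. Data normalized to no-enzyme and enzyme controls; Hill-equation AC50 from compound titrations.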
# ALDH1A1 inh: blocks purified human ALDH1A1 activity; P00352; Purified ALDH1A1, NADH fluorescence, propionaldehyde substrate; Potency, µM (series often up to 75.3 µM), for inactives: at the highest dose activity, negative = inhibition, hits mostly inhibitors; 220,000 tested, 7.3% active; AID 1030; active = well fitted inhibition curve with a large enough effect, not every such curve was filed as active; inconclusive = small, poorly fitted or top-dose-only effect, or another doubt; inactive = no such curve, though single readings can be large or run the other way;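 also: plate controls were no enzyme wells and a reference inhibitor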
# TexasRed fluor: alters Texas Red total fluorescence, flagging assay interference | 280,000 tested, 0.29% active | TRb/SRC2 Texas Red total fluorescence interference | Potency, µM (doses to about 106 µM), for inactives: top-dose fluorescence change, negative = quenching; active = well fitted curve in either direction with a large enough effect; inconclusive = small, poorly fitted or top-dose-only effect
#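 Flags fluorescent or light-absorbing compounds by total fluorescence, S + 2P, at 555 nm excitation and 632 nm emission. Mixture: 20 nM Texas Red SRC2 peptide, 0.6 uM human TRb LBD, 1 uM T3, 5% DMSO; compound exposure 5 h at ambient temperature.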
# Tau fluor cs: counter-screen for tau fibril formation inhibitors; AID 1463; tau K18 P301L Alexa594 fluorescence, heparin fibrillization; Potency, µM (series often up to 57.7 µM), for inactives: at the top dose activity change, negative = decrease; 280,000 tested, 0.93% active; also: nearly all actives have a fitted effect of over 55% in size
#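 Human K18 P301L tau (15 uM unlabeled plus 0.24 uM Alexa 594-labeled, final) in 100 mM sodium acetate pH 7 was mixed with compound and 20 uM heparin and incubated 6 hr at 37 C.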
# Tau ThT inhib: inhibitors of human tau fibril formation, thioflavin T binding. 270,000 tested, 2.1% active. recombinant tau K18 P301L, heparin-induced fibrillization, ThT fluorescence. AID 1460. P10636. Potency, µM (top dose mostly 57.4 µM), for the others: top-dose activity, negative = inhibition, actives largely listed as inhibitors; also: nearly all actives have a fitted effect of over 55% in size
#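 ThT emission at 510 nm, taken 1 hr after adding 30 uM dye, quantifies aggregates formed when 20 uM heparin acts on human tau K18 P301L for 6 hr at 37 C.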
# Active calls of the source: *; ? = inconclusive; / = not tested or not shown; [ ] = another dose, or the depositor's remark. Unless noted, calls follow the shape of the dose curve; as a rule, active = well fitted curve in the direction sought with a large enough effect; inconclusive = small, poorly fitted or top-dose-only effect, or another doubt; inactive = no such curve, though single readings can be large; an effect the other way counts as inactive or inconclusive. Unless noted, % is scaled to controls: 0 for no effect and ±100 for the full control effect; potency is read from the fitted curve at half-maximal effect.
SMILES,TRb-SRC2 inh,Tau FP inhib,L3MBTL1 inh,GLA spleen mod,ALDH1A1 inh,TexasRed fluor,Tau fluor cs,Tau ThT inhib
O=C(NC1=NCCS1)c1sc2cc(Cl)cc(Cl)c2c1Cl,-7%,?,0%,-4%,0%,-1%,-1%,?
CCSC1=C(C#N)C(CC(C)C)C2=C(CCCC2=O)N1 (stereo unspecified),1%,-5%,4%,11%,/,-1%,-7%,-5%
CC(C)OC(=O)CSc1nc(N)c(C#N)cc1C#N,-6%,5%,-6%,-3%,?,-1%,1%,?
COc1ccc(-n2c(C)cc(C(=O)COc3ccc(C)nc3[N+](=O)[O-])c2C)cc1,-1%,10%,-11%,1%,?,0%,-16%,-15%
O=C(CSc1nnc(-c2cccnc2)n1-c1ccccc1)NCc1ccc2c(c1)OCO2,-22%,5%,-2%,15%,-3%,-3%,0%,-7%
Cc1nc(SCC(=O)O)n[nH]1,-4%,-5%,2%,0%,2%,-5%,0%,7%
CCOC(=O)c1c(C)[nH]c(C(=O)COC(=O)CNC(=O)c2ccc(Cl)cc2)c1C,-2%,?,3%,-1%,7%,3%,-12%,-7%
CC(C)c1nnc(NC(=O)c2c(O)c3cccc4c3n(c2=O)CCC4)s1,1%,8%,-1%,7%,-1%,-5%,-3%,-18%
Cc1ccccc1Cn1cnc2c([N+](=O)[O-])c(C)c(C)cc21,4%,3%,-3%,-12%,23%,-5%,-10%,-9%
CC1(C)CC2c3cccc(C(=O)O)c3C(=O)N2c2c1ccc1ccccc21 (stereo unspecified),-5%,11%,8%,-7%,-3%,-2%,15%,4%
COc1ccc(S(=O)(=O)N2CCCCCC2)cc1NC(=O)c1c2c(nc3ccccc13)CCN(Cc1ccccc1)C2,9%,-4%,-13%,7%,?,2%,-1%,-1%
CN(C)S(=O)(=O)n1cc(/C=C(\NC(=O)c2ccccc2Cl)C(=O)NCCCn2ccnc2)c2ccccc21,1%,-3%,/,/,/,0%,-12%,4%
CCc1nnc(SC(CC)C(=O)Nc2cc(C)ccc2C)c2cc3occc3n12 (stereo unspecified),2%,-2%,/,/,/,-2%,-12%,?
CCOC(=O)CP(=O)(c1ccccc1)c1ccccc1,1%,3%,/,6%,3%,-6%,-1%,-7%
O=C(NCCNc1ccc(Cl)cc1[N+](=O)[O-])c1cccnc1,0%,3%,-11%,3%,-4%,-4%,-14%,?
CC1CCN(C(c2cc3cc4c(cc3[nH]c2=O)OCO4)c2nnnn2CC2CCCO2)CC1 (stereo unspecified),4%,-3%,7%,-3%,?,2%,2%,-4%
COc1cc(OC)cc(C(=O)N[C@H](C(=O)OCC(=O)c2ccc(F)cc2)C(C)C)c1,2%,3%,-1%,-2%,?,-3%,-18%,-12%
O=C1C2CCCN2C(c2ccccc2F)N1c1cccc(Cl)c1 (stereo unspecified),5%,-6%,4%,7%,-4%,-4%,-6%,-4%
CC1(C)CC(=O)C=C(NCCN2CCNCC2)C1,-3%,4%,/,-6%,-3%,-1%,0%,-9%
CCCCN(C(=O)NC(=O)Nc1ccc(C)cn1)S(C)(=O)=O,-7%,1%,0%,0%,?,-1%,2%,-1%

# An excerpt of these results, with two lines to a compound.
# Each structure is followed by: TRb-SRC2 inh | Tau FP inhib | L3MBTL1 inh | GLA spleen mod | ALDH1A1 inh | TexasRed fluor | Tau fluor cs | Tau ThT inhib
- CC1(C)CC2c3cccc(C(=O)O)c3C(=O)N2c2c1ccc1ccccc21 (stereo unspecified)
    -5% | 11% | 8% | -7% | -3% | -2% | 15% | 4%
- COc1ccc(S(=O)(=O)N2CCCCCC2)cc1NC(=O)c1c2c(nc3ccccc13)CCN(Cc1ccccc1)C2
    9% | -4% | -13% | 7% | ? | 2% | -1% | -1%

# Next structures follow.
SMILES,TRb-SRC2 inh,Tau FP inhib,L3MBTL1 inh,GLA spleen mod,ALDH1A1 inh,TexasRed fluor,Tau fluor cs,Tau ThT inhib
COc1ccc2c(C)cc(N3CCOCC3)nc2c1,2%,-5%,7%,-7%,?,-3%,-5%,-3%
CCn1ncc(Br)c1C(=O)Nc1ccc(F)cc1F,-10%,1%,1%,3%,-8%,-5%,-8%,-10%
COc1ccc(/C=C/C(=O)c2ccccc2)cc1COc1ccc(F)cc1,-20%,3%,0%,-5%,1%,-2%,-10%,-10%
CCN(C(=O)c1oc2ccc(S(=O)(=O)N3CCCCCC3)cc2c1C)c1ccccc1,-2%,5%,/,/,/,-1%,-8%,-12%
CC(C)C(C(=O)Nc1nccs1)N1C(=O)c2ccccc2C1=O (stereo unspecified),2%,1%,4%,4%,6%,0%,4%,-2%
O=[N+]([O-])c1ccc(N/N=C2/CCCCC2c2ccccn2)cc1 (stereo unspecified),-17%,2%,?,11%,0.045µM*,-3%,?,?
O=C(O)CSc1nnc(Cn2c(=O)sc3ccccc32)n1-c1cccc(Cl)c1,-5%,?,-5%,-5%,7%,0%,-9%,-10%
Cc1cc(C)n2nc(C(=O)N/N=C/c3c4ccccc4cc4ccccc34)nc2n1,-5%,9%,3%,9%,0%,-4%,-14%,?
O=C(O)c1ccc(S(=O)(=O)N(Cc2cccs2)CC2CCCO2)cc1 (stereo unspecified),1%,0%,-25%,9%,/,1%,-7%,5%
CCOc1ccc(NC(=O)CN(C)CC(=O)NC(C)c2ccccc2)cc1OCC (stereo unspecified),-1%,2%,17%,3%,0%,-2%,-9%,-6%
COc1cc(/C=C/C(=O)OCC(=O)N2CCc3ccccc3C2)ccc1O,10%,6%,-3%,-7%,?,5%,-23%,?
Cc1ccc2c(CNCCc3ccc(Cl)cc3)c(C(=O)O)n(Cc3ccc(F)cc3)c2c1,15%,-5%,/,/,/,0%,?,?
Cc1ccccc1NC(=O)CCC(=O)OCCCC(F)(F)C(F)(F)F,-11%,-2%,4%,-3%,2%,-1%,-12%,-8%
Cc1ccc(S(=O)(=O)NCc2ccc(C(=O)NCCN(Cc3ccccc3)C(C)C)cc2)cc1,6%,6%,/,11%,?,0%,-19%,?
COc1ccc(C(=O)/C=C2\Sc3ccccc3N2C)cc1,0%,12%,35%[activator],3%,?,-4%,-17%,?
Cc1nc2ncnn2c(C)c1C/C=C/c1ccccc1,1%,2%,-19%,-3%,6%,-4%,5%,5%
Cc1ccc(-c2csc3ncnc(-n4nnc5ccccc54)c23)cc1,-2%,-3%,6%,-2%,-7%,-1%,-19%,-7%
NC(=O)CSc1nnc(CNc2ccc(F)cc2)n1CC1CCCO1 (stereo unspecified),6%,4%,0%,-16%,4%,2%,8%,2%
CCOC(=O)C1(Cc2ccc(OC)cc2)CCN(C(=O)CC2CCC(=O)N2)CC1 (stereo unspecified),-3%,-6%,10%,-3%,-12%,-4%,-5%,-7%
Cc1cc(Nc2cc(Cl)cc(Cl)c2)nc(N)n1,-3%,?,3%,-10%,-6%,-3%,-5%,-3%

# Reprinted from the part before: five compounds; new compounds follow.
SMILES,TRb-SRC2 inh,Tau FP inhib,L3MBTL1 inh,GLA spleen mod,ALDH1A1 inh,TexasRed fluor,Tau fluor cs,Tau ThT inhib
Cc1nc2ncnn2c(C)c1C/C=C/c1ccccc1,1%,2%,-19%,-3%,6%,-4%,5%,5%
Cc1ccc(-c2csc3ncnc(-n4nnc5ccccc54)c23)cc1,-2%,-3%,6%,-2%,-7%,-1%,-19%,-7%
NC(=O)CSc1nnc(CNc2ccc(F)cc2)n1CC1CCCO1 (stereo unspecified),6%,4%,0%,-16%,4%,2%,8%,2%
CCOC(=O)C1(Cc2ccc(OC)cc2)CCN(C(=O)CC2CCC(=O)N2)CC1 (stereo unspecified),-3%,-6%,10%,-3%,-12%,-4%,-5%,-7%
Cc1cc(Nc2cc(Cl)cc(Cl)c2)nc(N)n1,-3%,?,3%,-10%,-6%,-3%,-5%,-3%
CCOC(=O)c1nnn(-c2nonc2N)c1-c1ccc(F)cc1,3%,-6%,-21%,-2%,-6%,0%,6%,13%
COc1cc(NS(=O)(=O)c2ccc(N/C=C\C(=O)c3ccc(F)cc3)cc2)nc(OC)n1,-3%,-11%,9%,-4%,?,-32%,-12%,-6%
COc1cccc(C2/C(=C(\O)c3ccc(OC)c(OC)c3)C(=O)C(=O)N2c2cc(C)on2)c1 (stereo unspecified),-3%,-9%,?,-2%,5%,-1%,0%,-2%
CCCC(C(=O)NCc1ccco1)N(C(=O)CNS(=O)(=O)c1ccccc1)C1CCCC1 (stereo unspecified),-6%,3%,/,10%,7%,-2%,-5%,-9%
CCCn1c(-c2cccc(Br)c2)nc2ccccc21,6%,-6%,/,/,/,-2%,-14%,?
Cn1c(SCC(=O)N2CCCC2)nc2ccccc2c1=O,-5%,-6%,0%,13%,?,-3%,9%,13%
CCOC(=O)C1CCN(c2c(NCCN(CC)c3ccccc3)c(=O)c2=O)CC1,1%,11%,0%,-3%,/,-1%,-15%,-12%
CCN1/C(=C2\SC(=S)N(Cc3ccccc3)C2=O)Sc2ccccc21,3%,2%,11%,-23%,-1%,4%,-17%,-1%
Cc1cc(-c2ccccc2)[nH]c(=O)c1C#N,2%,2%,6%,5%,-7%,-2%,1%,4%
C#CCOCCOCCOCCNc1nc(N2CCN(C(=O)[C@H](C(C)C)n3cc(CCO)nn3)CC2)nc(N2CCN(C(=O)[C@H](C(C)C)n3cc(CCO)nn3)CC2)n1,-12%,-1%,9%,2%,-2%,0%,-1%,3%
CCS(=O)(=O)N1CCc2cc(C(=O)N3CCN(c4cccc(C(F)(F)F)c4)CC3)ccc21,3%,15%,/,/,/,1%,?,-13%
CC(=O)Nc1ccc(Nc2ncnc3c2cnn3-c2cccc(C)c2)cc1,12%,14%,?,4%,?,-1%,?,?
COC(=O)C1=C(N)Oc2cc(C)[nH]c(=O)c2C1c1ccc(Cl)cc1 (stereo unspecified),0%,-11%,-10%,-5%,/,-4%,-14%,-7%
Cc1ccn2cc(C(=O)Nc3ccc4c(c3)OCCO4)nc2c1,2%,9%,8%,4%,0%,2%,-9%,?
CC(C)OCCCNC(=O)c1ccc(NS(C)(=O)=O)cc1,-1%,1%,24%[11.4 µM],3%,1%,0%,2%,-8%
N#Cc1c(NC(=O)c2cnccn2)sc2c1CCCC2,-2%,-12%,-9%,-8%,14µM*,-6%,-29%,?
O=C(NCc1ccc2c(c1)OCO2)C12CN(Cc3ccccc3)CC1C(c1cccc([N+](=O)[O-])c1)=NO2 (stereo unspecified),15%,3%,-20%,-2%,?,1%,-27%,-8%
